Screening data from PubChem.
TTR transcr act: TTR transcription activators in neuroblastoma reporter cells, primary screen, cell-based, luminescence, SH-SY5Y, TTR promoter Gaussia luciferase | AID 1117267, 2014 | 100% = recombinant luciferase protein wells | activation, % at 16.7 µM | 1.3% of 92,000 active;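 active = activation above the mean of all tested compounds plus 3 SD, cut at about 9.5% in these data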;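 also: cells exposed to compounds for one day before reading; 0% = median of all test compound wells on the plate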
Numbers without * were called inactive. Some of the compounds tested, so the mix of outcomes need not match the whole.

TTR transcr act	SMILES
-0.2	COc1ccc(C2C(C#N)=C(N)OC3=C2C(=O)CC(C)(C)C3)cc1Cn1nc(C)c([N+](=O)[O-])c1C (stereo not drawn)
0.7	COC(=O)[C@@]1(C)[C@H]2C(=O)N(C)C(=O)[C@H]2[C@H]2CN=C(SCc3ccc(C#N)cc3)N21
0.2	CCOC(=O)NC(NC(=O)OCC)C(=O)c1ccccc1
1.7	CCN(C[C@H]1N[C@@](Cc2ccccc2)(C(=O)OC)[C@H]2C(=O)N(C)C(=O)[C@@H]12)C(=O)c1ccc(C(C)(C)C)cc1
2.3	O=C(CCCCC(=O)OCC1CCCO1)OCC1CCCO1 (stereo not drawn)
-0.2	COc1ccccc1N1CCN(c2nc(C)nc3c2oc2ccccc23)CC1
1.0	C=CCOc1ccc(/C=C2\SC(=S)N(N3CCOCC3)C2=O)cc1
-0.8	Cc1cc(C)n(CC(C)NC(=O)c2cc(COc3c(F)cccc3F)on2)n1 (stereo not drawn)
-0.6	N#CCC(=O)N/N=C/c1cn(Cc2ccc3ccccc3c2)c2ccccc12
3.0	CCCCC#Cc1cncc(C(=O)N/N=C/c2ccccc2)c1
-0.6	COc1ccccc1CN1CC(C(=O)NCCN2CCOC2=O)CCC1=O (stereo not drawn)
0.5	COC(=O)NCC(c1ccc2c(c1)OCO2)N1CCN(c2ccccc2)CC1 (stereo not drawn)
-1.8	CCOC(=O)N1CCN(c2nc(=S)n(-c3ccccc3)c(C)c2C(C)=O)CC1
-0.2	COc1ccc(S(=O)(=O)NCC(=O)Nc2ccc(F)cc2)cc1
3.8	Fc1ccc(-c2ccnc(=S)[nH]2)cc1
3.3	COc1ccc(N(CC(=O)NCc2cccs2)S(=O)(=O)c2cccc(C)c2)cc1
-0.6	COc1ccc(/C=N/NC(=O)c2snnc2C)c(OC)c1OC
1.8	COC(=O)CN1C(=O)[C@H]2[C@@H](/C=C/c3ccccc3)N3C(=O)CN(CC4CC4)C(=O)[C@@]3(Cc3ccccc3)[C@H]2C1=O
0.5	NC(=O)COc1ccc(C2c3c(oc4ccccc4c3=O)C(=O)N2CC2CCCO2)cc1 (stereo not drawn)
-2.0	CC(C)Oc1ccc(Br)cc1/C=N\NC(N)=S
0.7	Cc1ccc(CNC(=O)c2ccc(N3CCC4(CC3)CC(c3ccccc3)=NO4)c(NC(=O)c3ccccc3)c2)cc1
5.4	COc1ccccc1-c1cc(C(F)(F)F)nc(S(=O)(=O)CCCC(=O)Nc2cc(C)on2)n1
0.9	COc1ccc(Cn2c(SC)nc3ccccc32)cc1[N+](=O)[O-]
-1.3	[O-]/[N+](=C\c1ccncc1)c1ccccc1
-2.4	COc1ccc(N2CCN(S(=O)(=O)c3ccc4c(c3)NC(=O)CC(=O)N4)CC2)cc1
0.0	CN(C(=O)CSc1nc2ccccc2c(=O)n1-c1ccc(F)cc1)C1CCS(=O)(=O)C1 (stereo not drawn)
0.4	COc1ccc(C(=O)Nc2ccnn2C2CCN(C(=O)c3cc(C)on3)CC2)cc1
0.9	O=C(O)CSCC(=O)NCc1c(Cl)cccc1Oc1ccccc1
0.6	Cc1ccc(-c2cc(C(=O)N/N=C/c3cccnc3)c3ccccc3n2)cc1C
1.6	CCn1nnnc1SCC(=O)Nc1cccc(C)n1

3 of the entries above in order of the TTR transcr act value, smallest number first.
smiles | TTR transcr act
CCOC(=O)N1CCN(c2nc(=S)n(-c3ccccc3)c(C)c2C(C)=O)CC1 | -1.8
COc1ccc(/C=N/NC(=O)c2snnc2C)c(OC)c1OC | -0.6
CCOC(=O)NC(NC(=O)OCC)C(=O)c1ccccc1 | 0.2

Next records.
TTR transcr act	SMILES
0.5	COC(=O)c1ccc(CS(=O)(=O)c2ccccc2C)o1
6.9	CCOC(=O)CSc1nc(C)c2ccccc2n1
-0.2	COc1ccc2c(c1)sc1nc(=O)ccn12
1.8	Cc1nn(-c2ccccc2)c(Cl)c1/C=N/NC(=O)c1cccc(S(=O)(=O)N2CCCC2)c1
-0.3	COc1ccc(/C=C(\C#N)C(=O)N=CN(C)C)cc1
0.2	CCN(CC(=O)Nc1ccc(OC)cc1)C(=O)c1oc2c(Cl)cccc2c1C
-1.0	Cc1nc(/C(N)=N/OC(=O)c2c(-c3ccccc3Cl)noc2C)cs1
-1.4	Cc1onc(-c2c(F)cccc2Cl)c1C(=O)ONC(=O)c1ccccc1
-1.1	C=CCCC(=O)N1C[C@H]2CCN(C)[C@H]2C[C@H]1c1ccc(Br)cc1
3.2	COc1cccc(OCCNc2cc(N3CCCCC3)ccc2[N+](=O)[O-])c1
0.8	CCCc1ccc(-c2c(C)sc(N)c2C#N)cc1
0.6	COC(=O)NCCOc1nc(N(C)C)nc(N(C)C)n1
1.8	COCCNc1nnnc2c1sc1nc(N3CCOCC3)c3c(c12)CC(C)(C)OC3
3.2	O=C(O)c1ccc2c(=O)n(-c3ccc(F)c(Cl)c3)c(=S)[nH]c2c1
-0.7	COc1ccccc1C(=O)Nc1ccnn1C1CCN(C2CCSCC2)CC1
-3.3	COc1ccc([C@@]2(C(C)C)ON(c3ccccc3C(F)(F)F)C2=O)cc1
1.2	Cc1occc1C(=O)Nc1cccc(C(=O)O)c1
-0.3	CCOC(=O)c1nnn(CC(=O)NC(=O)Nc2ccc(F)cc2)c1C(=O)OCC
-1.0	COc1cccc(-c2cc(C(=O)N3CCCc4ccccc43)no2)c1
-1.0	O=C(NCCc1ccccc1)c1cccc(NC(=O)C2CCCC2)c1
-0.2	CCn1cc(C(=O)N2CCN(C3CCCCC3)CC2)c2cc(OC)c(OC)cc2c1=O
-2.1	Cc1c(C(=O)N2CCN(C(c3ccccc3)c3ccccc3)CC2)oc2ccccc12
-0.7	CN(c1ncc(C(F)(F)F)cc1Cl)N1C(=O)C2ONC3(C(=O)CC(C)(C)CC3=O)C2C1=O (stereo not drawn)
1.7	CCn1c(COc2ccccc2)nnc1SCC(=O)CC(=O)Nc1ccccc1OC
1.6	COC(=O)C[C@H]1CC[C@@H](NC(=O)C2CC2)[C@@H](CO)O1
1.4	COC(=O)[C@]12C[C@H](CC(=O)N3CCCCC3)C(=O)N(Cc3ccc(Cl)cc3Cl)C1=C[C@H](C(C)(C)C)O[C@@H]2C
0.4	CCc1ccccc1NC(=O)CN1C(=O)c2ccccc2S1(=O)=O
0.4	Cc1nnc(SCc2nc3sc(C(=O)O)c(C)c3c(=O)[nH]2)s1
4.2	COc1ccc(CCn2nnnc2C(CC(C)C)N2CCC(C(N)=O)CC2)cc1OC (stereo not drawn)
-0.7	CCOc1ccc(-c2nnc3ccc(SC(C)C)nn23)cc1

Some of the entries above in another layout:
Molecule	TTR transcr act
CCc1ccccc1NC(=O)CN1C(=O)c2ccccc2S1(=O)=O	0.4
Cc1nnc(SCc2nc3sc(C(=O)O)c(C)c3c(=O)[nH]2)s1	0.4

More entries
TTR transcr act	SMILES
1.5	O=C(N/N=C(\c1ccccc1)c1cccnc1)c1ccc(O)cc1
-0.2	CCOc1ccc(S(=O)(=O)N2CCCCC2)cc1NC(=O)Cc1cccc(C(F)(F)F)c1
-0.7	Cc1ccc(NC(=O)C(C)OC(=O)c2cc(=O)[nH]c3ccccc23)cc1S(=O)(=O)N1CCOCC1 (stereo not drawn)
-4.0	CN(Cc1cccs1)C(=O)COc1ccc(-c2nnco2)cc1
0.4	Cc1ccc(Cc2c(-c3ccc(Cl)cc3)nc3c(Cl)cc(C(F)(F)F)cn23)cc1
6.6	O=C(Cc1cc(=O)[nH][nH]1)N/N=C/c1ccccc1Cl
-0.7	O=S(=O)(Nc1cccc(S(=O)(=O)N2CCCC2)c1)c1ccccc1F
-1.9	CC(C)CNC(=O)C(=O)Nc1ccc(N(C)C)cc1
-0.8	CCC(=O)N1N=C(c2ccc(NS(=O)(=O)CC)cc2)CC1c1ccc(C)cc1 (stereo not drawn)
2.7	O=C(c1cc(-c2ccncc2)nc2ccc(Cl)cc12)N1CCN(Cc2ccc3c(c2)OCO3)CC1
-0.1	COCc1cn(CC[C@@H]2CC[C@@H](NC(=O)Nc3ccc4c(c3)OCO4)[C@@H](CO)O2)nn1
0.2	COc1ccc2nc(C)cc(Nc3ccc(C)cc3)c2c1
1.6	CCOC(=O)C1=CNS(=O)(=O)NC1CCc1ccccc1 (stereo not drawn)
-5.1	CCN1CCN(Cc2ccc(NC(=O)c3cc(NC(=O)c4cc5cccc(OC)c5o4)cc(OC)c3)cc2C(F)(F)F)CC1
0.2	CCOC(=O)C1CCN(C(=O)COc2ccc3c(c2)OCO3)CC1
-0.3	CC1=C(C(=O)OCCOC(C)C)C(c2cc3c(cc2Br)OCO3)CC(=O)N1 (stereo not drawn)
3.1	C=C(C)C(=O)Nc1cccc(C2=NOC3(C2)C[C@@H](C(N)=O)N(C(=O)c2cc([N+](=O)[O-])cc([N+](=O)[O-])c2)C3)c1 (stereo partly drawn)
10*	N=c1ccn(CC(=O)NC(N)=O)c2ccccc12
-2.1	COCCN1C(=O)N(c2ccccc2)C(=O)C1CC(=O)Nc1cc(OC)cc(OC)c1 (stereo not drawn)
1.8	Cc1ccc(C)c(NC(=S)N=Nc2c(O)n(C)c3ccc(S(=O)(=O)N4CCOCC4)cc23)c1
2.0	C=CCn1c(CCc2ccc(OC(C)C)cc2)n[nH]c1=S
3.2	CC1CCCCC1NS(=O)(=O)c1ccc2c(c1)CC(=O)N2C (stereo not drawn)
2.0	O=C(NCc1ccccn1)c1cc2c(ccc3ccccc32)oc1=O
-2.1	O=S(=O)(c1cnc(Cl)c(Cl)c1)N1CCc2ccccc21
1.4	Clc1ccc(-c2ccc(C=Nc3ccc(N4CCOCC4)cc3)o2)cc1
-1.1	Cc1occc1C(=O)NN1C(=O)C2C3CCC(O3)C2C1=O (stereo not drawn)
-1.2	CC(=O)Nc1ccc(S(=O)(=O)N2CCN=C2SCc2cccc(C)c2)cc1
-1.6	C=CCN1C(=O)[C@H](CC(=O)N2CCC(c3ccccc3)CC2)[C@@]2(C(=O)OCC)CCCC=C12
0.1	N#C/C(=C\c1cn[nH]c1-c1ccccc1)C(=O)NC1CCCCCC1
2.9	CC(=O)c1sc2nc(-c3ccc(C)cc3)c3c(c2c1N)CCCC3

Copied from the list.
Result for C=CCN1C(=O)[C@H](CC(=O)N2CCC(c3ccccc3)CC2)[C@@]2(C(=O)OCC)CCCC=C12 under TTR transcr act: -1.6
Result for COCc1cn(CC[C@@H]2CC[C@@H](NC(=O)Nc3ccc4c(c3)OCO4)[C@@H](CO)O2)nn1 under TTR transcr act: -0.1
Result for CCOc1ccc(S(=O)(=O)N2CCCCC2)cc1NC(=O)Cc1cccc(C(F)(F)F)c1 under TTR transcr act: -0.2

Next structures follow.
TTR transcr act	SMILES
3.0	O=C(c1c(F)cccc1F)N(Cc1ccccn1)C1CC1
-1.4	Cc1nnc(NC(=O)CSc2ccc([N+](=O)[O-])cn2)s1
-2.2	Cc1ccc(NC2=NC(c3ccc(F)cc3)n3c(nc(C)cc3=O)N2)c(C)c1 (stereo not drawn)
0.6	Fc1ccc(-c2nc3ccc(Br)cn3c2Cc2ccsc2)cc1
1.1	CNC(=O)c1cc(S(=O)(=O)N(C)C)ccc1Cl
-0.9	CC(C)CCOc1cccc(OCC(=O)N(C)C2CCS(=O)(=O)C2)c1 (stereo not drawn)
0.2	COCCNC(=O)c1ccc(Cn2c(SCC(=O)NCC3CCCO3)nc3ccc(Br)cc3c2=O)cc1 (stereo not drawn)
-0.8	CCOC(=O)c1[nH]c2ccccc2c1NC(=O)c1ccc(S(=O)(=O)N2CCCC2)cc1
-0.3	CCOC(=O)c1c(NS(=O)(=O)c2ccc(Br)cc2)sc2c1CCC2
-0.9	COc1ccc(-c2cc3c(c4c2ccn4C)C2CCC3C2)cc1 (stereo not drawn)
-1.4	CCOC(=O)[C@]12CCCC=C1N(CCCOC)C(=O)[C@@H]2CC(=O)NCCCCc1ccccc1
4.5	O=C(Nc1ccccc1Cl)NC1(C(=O)N2CCCCC2)CCCCC1
2.6	O=C(CSc1nc2ccccc2c(=O)n1-c1ccc(F)cc1)Nc1ccc(N2CCOCC2)cc1
0.1	N#Cc1c(NC(=O)c2cccc(S(=O)(=O)Nc3ccc(C(=O)O)cc3)c2)sc2c1CCCC2
-1.4	CNC(=O)NNC(=O)c1csc(Cc2c(Cl)sc3ccc(Cl)cc23)n1
0.1	O=C(O)/C=C/C(=O)Nc1ccc(Cl)cc1C(=O)c1ccccc1
1.9	CCN(CC)CCCC1(CN)OCCc2ccccc21 (stereo not drawn)
3.4	CCCCNC(=O)NNC(=O)c1cc(C)on1
0.5	CC(C(=O)Nc1ncn[nH]1)N1C(=O)c2ccccc2C1=O (stereo not drawn)
-3.0	Cc1cc2ncn(-c3ncnc4sc5c(c34)CCCC5)c2cc1C
-1.7	Cc1ccc(C(=O)COc2ccccc2N2C(=O)c3ccccc3C2=O)cc1
1.3	C=CCOc1cccc(/C=N/NC(=O)C(=O)NCc2ccco2)c1
2.9	CCC1C(=O)N=C(SCC(=O)Nc2ccc(Br)cn2)NC1=O (stereo not drawn)
-0.6	COn1c(SCC(=O)N(C)C)nc2ccccc2c1=O
-0.4	O=S(=O)(c1ccc2nc(Nc3ccccc3)ccc2c1)N1CCCCC1
-2.6	Cc1ccc(S(=O)(=O)N2CCC(=O)N(C(COCc3cccc(Cl)c3)C(C)C)CC2)cc1 (stereo not drawn)
-0.6	O=C(N/N=C/C(Cl)=C\c1ccccc1)c1ccco1
-2.2	CCOC(=O)c1ccc(NC(=O)C2CC2)cc1
-1.6	COc1ccccc1NS(=O)(=O)c1cc(NC(=O)C(C)C)ccc1N1CCCCC1
-7.5	NC(=O)CC(NC(=O)c1ccccc1)c1ccc(N2CCC(Cc3ccccc3)CC2)c([N+](=O)[O-])c1 (stereo not drawn)
1.7	CC(C)CN1CCC(=O)NC1=S

4 of the compounds above, in markdown.
| smiles | TTR transcr act |
| --- | --- |
| O=C(O)/C=C/C(=O)Nc1ccc(Cl)cc1C(=O)c1ccccc1 | 0.1 |
| CCN(CC)CCCC1(CN)OCCc2ccccc21 (stereo not drawn) | 1.9 |
| CCCCNC(=O)NNC(=O)c1cc(C)on1 | 3.4 |
| CC(C(=O)Nc1ncn[nH]1)N1C(=O)c2ccccc2C1=O (stereo not drawn) | 0.5 |
